Screens as filed in PubChem BioAssay.
SENP7 inh – inhibitors of human SENP7 protease. inhibition, % at 5 µM. AID 434973. hit rate 1.5% among 330,000. recombinant SENP7, Z-RLRGG-aminoluciferin luminescence, 40 min. Q9BQF6;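 active means inhibition above about 50% at the single test dose, limit read from the data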;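 further: plate controls were DMSO with enzyme for no effect and no enzyme buffer wells for full effect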
Target sequence (Q9BQF6 706-1050 limits assumed): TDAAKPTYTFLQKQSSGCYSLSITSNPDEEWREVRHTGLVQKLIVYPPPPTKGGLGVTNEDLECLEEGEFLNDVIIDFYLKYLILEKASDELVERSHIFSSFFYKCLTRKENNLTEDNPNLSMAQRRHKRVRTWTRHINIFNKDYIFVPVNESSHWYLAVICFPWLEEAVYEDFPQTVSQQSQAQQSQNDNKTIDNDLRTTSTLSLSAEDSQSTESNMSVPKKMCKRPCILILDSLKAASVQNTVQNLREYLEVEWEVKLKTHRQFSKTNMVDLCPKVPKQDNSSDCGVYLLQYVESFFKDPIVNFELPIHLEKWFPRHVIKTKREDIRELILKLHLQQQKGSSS
697 NFkB inh – inhibitors of the PMA/ionomycin-induced NF-kB reporter in 697 B cells; 697 B-cell NF-kB luciferase reporter, 16 h; inhibition, % at 4 µM; hit rate 0.33% among 330,000; AID 435022; in the data active means inhibition above about 35%
Apaf-1 inh – human Apaf-1 inhibition; O14727; reconstituted apoptosome caspase-3 activity, DEVD-Rh110 fluorescence; inhibition, % at 20 µM; hit rate 0.71% among 330,000; AID 489030; active means inhibition of at least 40% at 20 µM;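 further: plate controls were DMSO wells for no effect and DEVD-CHO caspase inhibitor wells for full effect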
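detection = Rh110 fluorescence intensity | test system = biochemical Apaf-1 apoptosome reconstitution | also added = cytochrome c and DEVD-Rh110 substrate | schedule = 30 min plus 50 min, RT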
Gli-Sufu block – Gli-Sufu pathway antagonism; Sufu-KO-LIGHT fibroblasts, Gli luciferase reporter luminescence; inhibition, % at 5 µM; hit rate 0.74% among 340,000;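 active means inhibition above about 55%, limit read from the data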;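 further: 0% = DMSO-treated cells and 100% = wells with medium but no cells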
SENP8 block – blocks the human protease SENP8; purified SENP8, Z-RLRGG-aminoluciferin cleavage, luminescence; inhibition, % at 10 µM; hit rate 1.2% among 330,000
Target sequence (Q96LD8 whole entry, looked up): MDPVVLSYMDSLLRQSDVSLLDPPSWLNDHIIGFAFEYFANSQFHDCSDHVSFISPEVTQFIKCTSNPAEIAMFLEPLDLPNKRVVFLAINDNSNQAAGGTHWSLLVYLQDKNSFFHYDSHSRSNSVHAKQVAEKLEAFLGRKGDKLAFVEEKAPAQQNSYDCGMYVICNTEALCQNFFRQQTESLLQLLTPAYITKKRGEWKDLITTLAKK
UBC13 polyUb – blocks human UBC13 polyubiquitin chain formation. hit rate 0.47% among 330,000. AID 485273. TR-FRET. inhibition, % at 20 µM; in the data active means inhibition above about 45%, passing the limit was not always enough
Target sequence (P61088 whole entry, looked up): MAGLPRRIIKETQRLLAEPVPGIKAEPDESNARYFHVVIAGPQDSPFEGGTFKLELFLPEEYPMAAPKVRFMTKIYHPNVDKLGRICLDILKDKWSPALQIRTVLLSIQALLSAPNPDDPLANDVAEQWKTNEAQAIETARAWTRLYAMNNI
HKDC1 inhibitor – inhibitors of human hexokinase HKDC1; AID 493160; hit rate 0.16% among 340,000; Q2TB90; recombinant HKDC1, G6PDH/diaphorase resazurin coupled fluorescence; inhibition, % at 20 µM;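 active means inhibition above about 35% when tested at 20 µM, limit read from the data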;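 further: plate controls were DMSO wells with enzyme for no effect and DMSO wells lacking enzyme for full effect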
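System: Recombinant HKDC1 hexokinase | Amount: HKDC1 at 5 µg/mL | Reagent: Glucose with 1 mM ATP | Doses: Single 20 µM dose | Incubation: Reaction time 90 min, room temperature, protected from light | Signal: Coupled resazurin fluorescence, excitation 525 nm, emission 613 nm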
Jurkat NFkB inh – inhibitors of the PMA/ionomycin-induced NF-kB reporter in Jurkat cells. PMA/ionomycin-induced NF-kB luciferase reporter, luminescence. inhibition, % at 4 µM. hit rate 0.53% among 330,000
* hit, by the source's call. Unless noted, no stated cut-off is given here; in the data, active means inhibition above about 50%; inactive means the rest.

SMILES	SENP7 inh	697 NFkB inh	Apaf-1 inh	Gli-Sufu block	SENP8 block	UBC13 polyUb	HKDC1 inhibitor	Jurkat NFkB inh
CC1CC(C)CN(C(=O)Nc2ccccc2F)C1 (centres undefined)	7.0	12.6	-5.5	-5.1	3.4	-9.8	-2.4	-6.4
O=C(N/C(=C\c1cccc(Br)c1)C(=O)N1CCOCC1)c1ccco1	-2.0	-8.9	3.4	-8.3	-7.7	-7.5	-8.1	-15.7
CCOC(=O)C1CCCN(C(=O)c2cc3ncc(Br)cn3n2)C1 (centres undefined)	-7.4	-3.9	-1.6	5.2	-9.1	-1.5	-0.8	0.2
Cc1ccc2[nH]c(CSc3ccccc3)cc(=O)c2c1	0.0	-8.4	8.1	17.3	5.3	-1.4	-2.0	-32.4
COc1ccc(C(=O)Nc2ccc(Cl)cc2C(=O)NCc2ccco2)cc1OC	-8.5	-17.1	13.3	11.7	-10.4	-5.2	0.4	-19.4
O=C(CCN1CCOCC1)Nc1cc(C(=O)Nc2ccc(Cl)cc2)ccc1N1CC2CC(C1)c1cccc(=O)n1C2 (centres undefined)	-0.2	4.5	-2.7	-13.8	-6.4	9.9	2.8	11.9
Cc1ccc(NC(=O)C2CC(=O)N(c3ccc4c(c3)OCCO4)C2)nc1 (centres undefined)	-4.3	-11.7	-8.6	-4.1	0.9	-0.9	-5.2	8.0
CCO[C@@H]1OC(C(N)=O)=C[C@H](c2ccc(C(F)(F)F)cc2)[C@H]1CCCO	15.1	1.2	-3.2	3.2	-9.8	1.1	-0.6	3.3
CC1(C(=O)O)CC(C)(C(=O)O)CC(C)(C(=O)O)C1 (centres undefined)	-7.0	-4.4	8.2	10.1	-9.4	1.1	-7.0	-11.3
O=C(c1ccco1)N1CCN(S(=O)(=O)c2cccc3nsnc23)CC1	6.0	-12.3	1.9	4.8	3.7	-6.9	-2.4	-5.7
Cc1ccc(NC(=O)COC(=O)c2ccc(S(=O)(=O)N3CCCC3)cc2)cc1	0.8	25.9	5.2	-6.3	-4.0	2.2	1.8	-5.3
O=C1CC(C(=O)N2CCc3ccccc32)CN1c1ccccc1 (centres undefined)	-2.5	10.8	-6.6	-14.4	3.2	8.1	-6.3	14.2
CCCN(CCC)CCNC(=O)CCC(=O)Nc1ccc2nc(N3CCOCC3)cc(C)c2c1	10.1	-21.6	4.9	-7.9	4.6	10.4	4.5	-71.8
COc1ccc(C(=O)NCC(=O)N/N=C/c2ccco2)cc1OC	-6.6	3.8	3.8	9.9	-10.5	-4.9	-3.8	-12.0
Cc1noc(C)c1C(=O)N(C)Cc1ccccc1	6.8	-1.7	-21.1	-3.6	1.4	-1.6	1.3	-10.1
O=c1ccc2c(-c3ccccc3S(=O)(=O)O)c3ccc(O)c(O)c3oc-2c1O	10.3	15.0	-1.8	9.2	26.4	26.8	38.4*	15.2
Cc1cccnc1NC(=O)CCNC(=O)c1ccc(Br)cc1	4.1	14.0	0.3	-0.3	-9.4	7.0	-3.4	1.9
CC(NC(=O)C(C)N1CCN(Cc2ccccc2)CC1)c1ccccc1 (centres undefined)	1.4	14.5	-3.0	0.5	8.3	1.2	-4.8	9.7
O=C1CN(C(=O)COC(=O)CCS(=O)(=O)c2ccccc2Cl)c2ccccc2N1	2.3	11.0	0.9	-23.4	-7.2	0.2	3.1	8.7
COc1cccc(Nc2nc(N)c([N+](=O)[O-])c(NCc3ccco3)n2)c1	3.3	-80.0	2.6	1.0	-2.3	8.4	2.5	-27.0
CCOC(NC(=O)c1ccccc1)C(NC(=O)c1ccccc1)OCC (centres undefined)	3.7	-3.3	12.0	-1.1	-1.5	-5.9	-12.4	-5.3
COc1ccc(CCN2C(=O)CCC2(C)C(=O)NC2CCCC2)cc1OC (centres undefined)	-3.0	17.9	-25.9	-3.7	-3.8	10.6	-3.8	8.7
CCCn1c(=O)c(C(=O)NCc2ccccc2Cl)c(O)c2ccccc21	-4.1	6.9	-3.5	-19.3	-2.7	28.2	-5.0	4.2
CN(C)C(=C(C#N)C#N)N1CCN(c2ccc(Cl)cc2)CC1	-0.4	14.0	-2.5	0.2	-0.9	4.1	1.1	-13.6
CCn1c(COc2cccc(OC)c2)nnc1SCC(=O)Nc1ccccc1C(=O)OC	-5.9	21.9	12.7	-1.2	-0.5	5.5	-3.1	0.7

Ordered by length of the SMILES (low to high): five of the compounds above.
SMILES	SENP7 inh	697 NFkB inh	Apaf-1 inh	Gli-Sufu block	SENP8 block	UBC13 polyUb	HKDC1 inhibitor	Jurkat NFkB inh
Cc1ccc2[nH]c(CSc3ccccc3)cc(=O)c2c1	0.0	-8.4	8.1	17.3	5.3	-1.4	-2.0	-32.4
O=C1CC(C(=O)N2CCc3ccccc32)CN1c1ccccc1 (centres undefined)	-2.5	10.8	-6.6	-14.4	3.2	8.1	-6.3	14.2
CN(C)C(=C(C#N)C#N)N1CCN(c2ccc(Cl)cc2)CC1	-0.4	14.0	-2.5	0.2	-0.9	4.1	1.1	-13.6
CCn1c(COc2cccc(OC)c2)nnc1SCC(=O)Nc1ccccc1C(=O)OC	-5.9	21.9	12.7	-1.2	-0.5	5.5	-3.1	0.7
O=C1CN(C(=O)COC(=O)CCS(=O)(=O)c2ccccc2Cl)c2ccccc2N1	2.3	11.0	0.9	-23.4	-7.2	0.2	3.1	8.7

The results go on.
SMILES	SENP7 inh	697 NFkB inh	Apaf-1 inh	Gli-Sufu block	SENP8 block	UBC13 polyUb	HKDC1 inhibitor	Jurkat NFkB inh
Cc1cccc(-n2ncc3c2CCCC3NC(=O)c2ccc[n+]([O-])c2)c1C (centres undefined)	-18.0	-48.1	7.6	39.7	-8.7	-6.0	-4.9	17.9
CCN(CC)C(=O)c1ccc2nc(-c3ccccc3)c(-c3ccccc3)nc2c1	3.7	-1.7	9.6	1.1	0.9	1.1	-6.8	-1.3
COc1ccc2c(c1)[C@@H]1[C@H](CO2)[C@H](c2ccccc2)[C@]2(C)C(=O)NCC(=O)N12	10.8	15.1	6.6	-2.0	-3.9	1.8	6.2	21.7
CCN(CC)CCNC(=O)c1ccc(NC(=O)c2cccc(-n3cnnn3)c2)cc1	4.3	-3.5	7.6	-15.3	-6.7	4.6	-6.8	-5.0
CCN(CC)CCn1c2c(c(SCC(=O)Nc3ccc(F)c(F)c3)nc1=O)CCC2	11.0	-6.2	5.0	11.5	0.7	0.9	-7.8	6.3
CC1CC(C)CN(C(=O)C(C)N(C)CC(=O)Nc2ccc(F)cc2)C1 (centres undefined)	7.2	11.1	2.4	9.7	-6.0	1.9	-4.1	-2.1
COc1ccc2oc(=N)c(C(=O)Nc3ccc(F)cc3)cc2c1	-3.2	-37.5	21.2	6.1	-7.4	-7.1	-1.3	3.0
Cc1cccn2c(=O)nc(SCC(=O)NCc3ccco3)nc12	-14.0	4.4	2.8	-1.0	-0.8	-4.2	-5.3	-1.4
COc1ccc(OCC(=O)N(Cc2sccc2C)C2CCS(=O)(=O)C2)cc1 (centres undefined)	2.3	5.5	-2.8	-14.6	4.0	-7.9	3.1	1.4
COc1ccccc1-n1cnnc1SCC(=O)N1CCN(C(=O)c2ccco2)CC1	8.8	7.7	-7.7	-0.4	0.4	1.7	-13.5	9.1
CCOC(=O)C1(CCCc2ccccc2)CCN(C(=O)c2cc(C)nc(C)n2)CC1	-11.7	-0.1	21.1	-3.6	-11.2	1.2	1.5	7.6
O=C(N/N=C/c1ccncc1)c1cnccn1	0.0	10.9	-19.1	7.2	4.7	-0.9	-3.9	2.6
CCC1CCC(C(=O)NNC(=O)c2cc(-c3ccco3)[nH]n2)CC1 (centres undefined)	-9.8	7.9	28.0	-3.9	-5.1	-20.8	0.2	3.3
CC(=O)N1CCC2(CC1)CC(=O)c1cc(OCC(=O)NCc3ccco3)ccc1O2	9.6	-9.0	0.7	3.9	-0.8	10.3	-12.9	-4.7
Cc1nc(SCC(=O)N2CCN(c3ccccn3)CC2)c(C#N)c(C)c1C	-8.4	-18.0	7.8	9.0	-4.3	-6.6	-2.9	-3.6
COc1ccc(/C(O)=C/c2nc3ccc(C(=O)NCCc4cccc(C)c4)cc3[nH]c2=O)cc1OC	-0.9	11.1	4.7	-5.5	0.9	8.9	-2.2	9.2
C=CCc1ccc(OCC(O)COc2ccc(CC=C)cc2OC)c(OC)c1	5.0	1.7	16.5	3.5	1.5	7.9	3.0	-8.4
COc1cccc(-c2c(-c3cc(OC)cc(OC)c3)n(C)c3ccc(-c4ccc(OC)nc4)cc23)c1	1.2	12.8	4.5	23.0	5.8	46.4*	-3.4	-4.1
Cc1[nH]c(=O)[nH]c(=O)c1S(=O)(=O)NCCc1ccc(S(N)(=O)=O)cc1	-9.0	-6.9	-3.0	-4.6	7.0	-2.1	-3.0	8.1
Nc1nc(CN2CCCCCC2)nc(Nc2ccc(F)cc2)n1	0.9	-8.8	6.0	0.5	-0.8	-1.6	6.6	-1.4
Cc1ccc(-n2nc(CN3CCOCC3)c(-c3ccccc3)c2N)c(C)c1	7.0	-4.0	6.6	-10.2	-6.0	0.6	1.5	5.1
CCn1c(C)nc2cc(C(=O)OC(C(F)(F)C(F)F)C(F)(F)C(F)F)ccc21	5.9	-21.1	18.9	-14.4	-0.6	6.0	-1.1	-11.1
Clc1ccc(-c2nnc(CCc3ccccc3)o2)c(Cl)c1	26.5	-115.7	11.7	-97.1	5.3	-0.9	19.9	-86.4
Cn1cc(S(=O)(=O)c2ccccc2)c(=O)c2cc(F)c(N3CCOCC3)cc21	10.8	-0.7	-1.3	-3.5	-1.9	7.2	-3.4	2.9
C/C(=C/c1ccccc1)C(=O)N1CCN(c2ccc(F)cc2)CC1	-1.8	-1.4	5.1	-5.6	-2.3	5.6	-3.2	13.1
O=C(NCC1CCCCC1)C12CN(Cc3ccccc3)CC1C(c1cccc([N+](=O)[O-])c1)=NO2 (centres undefined)	6.4	22.3	16.6	9.7	-1.5	-14.5	2.4	9.5
CCn1c(CNc2ccc(F)cc2)nnc1SCC(=O)N1CCCc2ccccc21	-0.1	1.2	11.7	2.0	-0.1	4.9	-1.4	-7.2

Records listed above that bear a hit mark in UBC13 polyUb:
| structure | SENP7 inh | 697 NFkB inh | SENP8 block | UBC13 polyUb | HKDC1 inhibitor | Jurkat NFkB inh |
| --- | --- | --- | --- | --- | --- | --- |
| COc1cccc(-c2c(-c3cc(OC)cc(OC)c3)n(C)c3ccc(-c4ccc(OC)nc4)cc23)c1 | 1.2 | 12.8 | 5.8 | 46.4* | -3.4 | -4.1 |
